Screening results (PubChem)
PLK1 PBD inh: Plk1 (human) PBD binding inhibition | P53350 | Plk1 PBD phosphopeptide binding, fluorescence polarization | inhibition, %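 (tested at about 20 µM)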 | 97,000 tested, 0.13% active | AID 693; in the data active means inhibition above about 34%, passing the limit was not always enough
FAK inh: inhibitors of human focal adhesion kinase | biochemical FAK kinase activity assay | inhibition, %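 (tested at 7 µM)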 | 97,000 tested, 0.84% active; in the data active means inhibition above about 19%;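 further: 0% = DMSO and 100% = reference compound high control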
ERa coact pot: enhances coactivator binding to human estrogen receptor alpha | P03372 | coactivator binding (% of control), % at 25.6 µM | TR-FRET ERalpha-LBD/SRC-Cy5 coactivator binding, 2 h; 100 = basal binding, no effect | 86,000 tested, 1.3% active; in the data active means activity above about 200%;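 further: binding measured in presence of low estradiol as agonist stimulus; 0% = peptide alone without receptor and 100% = receptor with peptide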
ERa coact inh: ER-alpha (human) coactivator binding inhibition; P03372; TR-FRET ER-alpha LBD / SRC-1 peptide, estradiol-bound; inhibition, % at 25.6 µM; 86,000 tested, 1.7% active; in the data active means inhibition above about 50%;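 further: 0% = receptor plus peptide control and 100% = peptide only without receptor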
ERb SRC1 inh: ER-beta (human) coactivator binding inhibition. Q92731. TR-FRET ER-beta LBD / SRC1-Cy5 peptide binding; receptor agonist-loaded with 1 µM estradiol. inhibition, % at 25.6 µM. 86,000 tested, 1.3% active. AID 633;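 active means compounds whose percent inhibition of the receptor-coactivator binding signal exceeds about 50% in the single-dose screen, limit read from the data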;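 further: 0% = receptor plus peptide wells without compound and 100% = peptide-only wells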
CD11b adhes inh: inhibitors of human CD11b/CD18 binding to fibrinogen; K562 CD11b/CD18 adhesion to fibrinogen, ATPlite luminescence; Mn2+ added to activate the integrin; inhibition, % at 10 µM; 93,000 tested, 0.54% active; AID 1497;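 active means primary inhibition of 50% or more at 10 µM, then 40% or more on retest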; further: some results filed as inactive read as strong as hits
Target sequence (P05107 whole entry, looked up, other chains not shown): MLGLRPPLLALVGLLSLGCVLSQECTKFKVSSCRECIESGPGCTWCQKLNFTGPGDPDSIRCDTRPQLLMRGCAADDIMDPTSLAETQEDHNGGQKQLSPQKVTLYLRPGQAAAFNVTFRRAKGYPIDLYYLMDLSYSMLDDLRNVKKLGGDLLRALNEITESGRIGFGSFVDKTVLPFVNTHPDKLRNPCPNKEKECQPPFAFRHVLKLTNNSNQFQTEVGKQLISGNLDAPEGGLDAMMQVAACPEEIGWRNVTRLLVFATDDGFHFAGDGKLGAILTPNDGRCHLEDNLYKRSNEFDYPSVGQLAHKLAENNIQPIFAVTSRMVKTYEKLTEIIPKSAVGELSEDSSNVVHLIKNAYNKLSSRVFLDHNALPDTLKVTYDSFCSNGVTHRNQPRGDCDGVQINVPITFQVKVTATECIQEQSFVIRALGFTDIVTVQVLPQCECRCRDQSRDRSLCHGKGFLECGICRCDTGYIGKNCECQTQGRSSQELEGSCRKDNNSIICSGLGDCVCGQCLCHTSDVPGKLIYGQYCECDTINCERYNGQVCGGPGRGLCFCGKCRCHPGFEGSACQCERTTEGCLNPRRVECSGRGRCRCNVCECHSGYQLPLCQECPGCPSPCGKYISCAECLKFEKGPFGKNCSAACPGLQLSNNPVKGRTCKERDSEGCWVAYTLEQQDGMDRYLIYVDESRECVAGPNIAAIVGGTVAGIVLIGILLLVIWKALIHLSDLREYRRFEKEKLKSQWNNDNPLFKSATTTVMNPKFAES
Rev-RRE block: HIV Rev-RRE protein-RNA interaction inhibition; Rev peptide-RRE RNA binding, FRET; AID 704; 97,000 tested, 0.79% active; P05866; inhibition, % at 8 µM;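 active means inhibition above the screen-wide mean plus 3 SD, cut at about 35% in these data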;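 further: 0% = median DMSO wells and 100% = median Neomycin B control wells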
Target sequence (P05866 whole entry, looked up): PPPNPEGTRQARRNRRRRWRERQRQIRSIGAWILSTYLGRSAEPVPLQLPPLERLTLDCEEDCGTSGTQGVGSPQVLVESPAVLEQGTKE
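Test system – labelled RRE RNA duplex and labelled Rev peptide · Reagent – labelled Rev peptide · Doses – one concentration, 8 µM nominal · Incubation – 5 + 15 min at 25 °C · Signal – FRET fluorescence readout · Read-out basis – % inhibition of FRET ratio versus controls · Control set – DMSO wells as 0% and neomycin B wells as 100% inhibition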
CD11b adhes enh: increases human CD11b/CD18 adhesion to fibrinogen; K562 CD11b/CD18 adhesion to fibrinogen, ATPlite luminescence; activation, % at 10 µM; 93,000 tested, 0.07% active; AID 1499; P05107+P11215;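 active means 10 µM primary screen giving 50% or more activity, confirmed by 40% or more on retest at that dose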; further: strong numbers were not always called active
PLK1 inh: blocks human PLK1 kinase activity; inhibition, % at 10 µM; 97,000 tested, 0.53% active; recombinant PLK1 kinase, TR-FRET peptide phosphorylation;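 active means inhibition of 50% or more in the single-concentration screen; inactive means inhibition below 50%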;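 further: 0% = DMSO max control and 100% = H-89 dihydrochloride min control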
* marks the source's active call; other numbers are inactive results; [ ] = dose if it differs, or a comment.

How did CN(C)C(=O)c1c2c(nc3ccccc13)-c1ccccc1CC2 do in these assays?
PLK1 PBD inh: 3; FAK inh: 1; CD11b adhes inh: -12; Rev-RRE block: 1; CD11b adhes enh: -5; PLK1 inh: -10

Results for Cc1ccccc1-c1nc(S(=O)(=O)c2ccc(Cl)cc2)c(NCCN2CCOCC2)o1 ?
PLK1 PBD inh: -27; FAK inh: -1; ERa coact pot: 96; ERa coact inh: 7; ERb SRC1 inh: 4; CD11b adhes inh: -6; Rev-RRE block: 7; CD11b adhes enh: -1; PLK1 inh: -4

How did O=C(CSCc1ccc(F)cc1)NCc1ccco1 do in these assays?
PLK1 PBD inh: -7; FAK inh: -2; ERa coact pot: 121; ERa coact inh: 9[fluorescence artefact?]; ERb SRC1 inh: 2[fluorescence artefact?]; CD11b adhes inh: 12; Rev-RRE block: 3; CD11b adhes enh: -5; PLK1 inh: 3

Results for COc1ccc(-c2c(C)n([O-])c(C)c(-c3ccccc3)[n+]2=O)cc1OC ?
PLK1 PBD inh: -1; FAK inh: 0; ERa coact pot: 71; ERa coact inh: 27; ERb SRC1 inh: 4; CD11b adhes inh: 2; Rev-RRE block: 4; CD11b adhes enh: -4; PLK1 inh: -19

What do the screens show for `CCOc1ccc(N/C=C\C(=O)c2ccc3c(c2)OCO3)cc1`?
PLK1 PBD inh: 14; FAK inh: -1; ERa coact pot: 102; ERa coact inh: 3; ERb SRC1 inh: -3[fluorescence artefact?]; Rev-RRE block: 4; PLK1 inh: -15

What do the screens show for `Cc1cccc(NC(=O)C(C)N2C(=O)C3C4CC(C(Br)C4Br)C3C2=O)c1` (stereo not drawn)?
PLK1 PBD inh: 16; FAK inh: 3; Rev-RRE block: 5; PLK1 inh: -12

How did CC(NC(=O)c1ccco1)c1ccc2c(c1)OCCO2 (stereo not drawn) do in these assays?
PLK1 PBD inh: -3; FAK inh: 0; ERa coact pot: 93; ERa coact inh: -20; ERb SRC1 inh: -15[fluorescence artefact?]; Rev-RRE block: 9; PLK1 inh: -5

How did Cc1cc2c(=O)n(CC(=O)N3CCN(c4ccc(F)cc4)CC3)cnc2s1 do in these assays?
PLK1 PBD inh: -5; FAK inh: 8; ERa coact pot: 122; ERa coact inh: -9; ERb SRC1 inh: -3; CD11b adhes inh: -30; Rev-RRE block: 5; CD11b adhes enh: 1; PLK1 inh: -6

What do the screens show for `COCCn1c(SCCN2CCOCC2)nc2c1c(=O)[nH]c(=O)n2C`?
PLK1 PBD inh: 2; FAK inh: 2; ERa coact pot: 101; ERa coact inh: -1; ERb SRC1 inh: -10[fluorescence artefact?]; CD11b adhes inh: -11; Rev-RRE block: -1; CD11b adhes enh: 1; PLK1 inh: -1

What do the screens show for `CN(C)S(=O)(=O)c1ccc(NC(=O)Cn2c(-c3ccccc3)noc2=O)cc1`?
PLK1 PBD inh: -23; FAK inh: 0; ERa coact pot: 104[fluorescence artefact?]; ERa coact inh: 4[fluorescence artefact?]; ERb SRC1 inh: 0[fluorescence artefact?]; CD11b adhes inh: 0; Rev-RRE block: -2; CD11b adhes enh: 0; PLK1 inh: 3

Results for O=C(CSc1nnc(-c2ccccc2)o1)n1c2c(c3ccccc31)CCCC2 ?
PLK1 PBD inh: 0; FAK inh: -3; ERa coact pot: 130; ERa coact inh: 5; ERb SRC1 inh: -2; CD11b adhes inh: -2; Rev-RRE block: 9; CD11b adhes enh: 8; PLK1 inh: -9

How did COc1cc2cc(C(c3nnnn3C3CCCCC3)N(C)C3CCCCC3)c(=O)[nH]c2cc1OC (stereo not drawn) do in these assays?
ERa coact pot: 76; ERa coact inh: 13; ERb SRC1 inh: 4; CD11b adhes inh: 10; CD11b adhes enh: 2

Results for CC(C)NC(=O)CN(Cc1ccccc1)S(=O)(=O)c1ccccc1 ?
ERa coact pot: 129[fluorescence artefact?]; ERa coact inh: -12; ERb SRC1 inh: -1; CD11b adhes inh: -20; CD11b adhes enh: 2

Results for O=C(Oc1cccnc1)c1cccc(Cl)c1 ?
PLK1 PBD inh: -29; FAK inh: -3; ERa coact pot: 77; ERa coact inh: -3; ERb SRC1 inh: 27[fluorescence artefact?]; CD11b adhes inh: -11; Rev-RRE block: 1; CD11b adhes enh: -3; PLK1 inh: -2

Results for Cc1sc2nc(CSc3nnc(Cc4cccs4)n3C3CCCCC3)[nH]c(=O)c2c1C ?
PLK1 PBD inh: 31; FAK inh: -2; ERa coact pot: 91; ERa coact inh: 26; ERb SRC1 inh: 26; CD11b adhes inh: 3; Rev-RRE block: 56*; CD11b adhes enh: 2; PLK1 inh: -1

The final 4 compounds of the part before open the next one.
How did COc1cc2cc(C(c3nnnn3C3CCCCC3)N(C)C3CCCCC3)c(=O)[nH]c2cc1OC (stereo not drawn) do in these assays?
ERa coact pot: 76; ERa coact inh: 13; ERb SRC1 inh: 4; CD11b adhes inh: 10; CD11b adhes enh: 2

Results for CC(C)NC(=O)CN(Cc1ccccc1)S(=O)(=O)c1ccccc1 ?
ERa coact pot: 129[fluorescence artefact?]; ERa coact inh: -12; ERb SRC1 inh: -1; CD11b adhes inh: -20; CD11b adhes enh: 2

Results for O=C(Oc1cccnc1)c1cccc(Cl)c1 ?
PLK1 PBD inh: -29; FAK inh: -3; ERa coact pot: 77; ERa coact inh: -3; ERb SRC1 inh: 27[fluorescence artefact?]; CD11b adhes inh: -11; Rev-RRE block: 1; CD11b adhes enh: -3; PLK1 inh: -2

Results for Cc1sc2nc(CSc3nnc(Cc4cccs4)n3C3CCCCC3)[nH]c(=O)c2c1C ?
PLK1 PBD inh: 31; FAK inh: -2; ERa coact pot: 91; ERa coact inh: 26; ERb SRC1 inh: 26; CD11b adhes inh: 3; Rev-RRE block: 56*; CD11b adhes enh: 2; PLK1 inh: -1

What do the screens show for `O=C(CCc1nc(-c2ccccc2F)no1)Nc1ccc(Oc2ccccc2)cc1`?
PLK1 PBD inh: -17; FAK inh: 1; ERa coact pot: 85; ERa coact inh: 1; ERb SRC1 inh: -5; CD11b adhes inh: 66; Rev-RRE block: 18; CD11b adhes enh: -6; PLK1 inh: -13

How did COc1ccc(CCn2nnnc2C(CC(C)C)N2CCC(C(N)=O)CC2)cc1OC (stereo not drawn) do in these assays?
PLK1 PBD inh: -8; FAK inh: 1; ERa coact pot: 125; ERa coact inh: -7; ERb SRC1 inh: 0; CD11b adhes inh: -22; Rev-RRE block: 2; CD11b adhes enh: -1; PLK1 inh: -14

How did CNC(=O)Nc1cccc(C(F)(F)F)c1 do in these assays?
PLK1 PBD inh: -26; FAK inh: 0; ERa coact pot: 105; ERa coact inh: 1; ERb SRC1 inh: -6; Rev-RRE block: 0; PLK1 inh: -4

What do the screens show for `CC(c1ccco1)N(C(=O)COc1ccccc1[N+](=O)[O-])c1ccccn1` (stereo not drawn)?
PLK1 PBD inh: -8; FAK inh: -1; ERa coact pot: 98; ERa coact inh: -4; ERb SRC1 inh: -7; CD11b adhes inh: -6; Rev-RRE block: 1; CD11b adhes enh: -4; PLK1 inh: -12

What do the screens show for `COc1ccccc1CNC(=O)C1CCN(S(=O)(=O)c2c(C)noc2C)CC1`?
PLK1 PBD inh: 10; FAK inh: -2; ERa coact pot: 115; ERa coact inh: 0; ERb SRC1 inh: 8; CD11b adhes inh: 2; Rev-RRE block: 4; CD11b adhes enh: -2; PLK1 inh: -10

Results for COC(=O)C(NC(=O)C(CC(C)C)NC(=O)C1CCC(C)CC1)C(C)C (stereo not drawn) ?
PLK1 PBD inh: -8; FAK inh: -1; ERa coact pot: 105; ERa coact inh: -6; ERb SRC1 inh: 9; CD11b adhes inh: 8; Rev-RRE block: 6; CD11b adhes enh: -3; PLK1 inh: -7

How did Clc1ccc(-c2nc(Cc3ccccc3)no2)cc1 do in these assays?
PLK1 PBD inh: 21; FAK inh: 2; ERa coact pot: 85; ERa coact inh: -3; ERb SRC1 inh: -2; CD11b adhes inh: -9; Rev-RRE block: 4; CD11b adhes enh: -2; PLK1 inh: -2

Results for CCOC(=O)c1c(-c2ccco2)csc1NC(=O)CSc1nnc(N)s1 ?
PLK1 PBD inh: -27; FAK inh: 11; ERa coact pot: 127[fluorescence artefact?]; ERa coact inh: 33; ERb SRC1 inh: 22; Rev-RRE block: 1; PLK1 inh: -15

How did CCOC(=O)c1cc(C)n(S(=O)(=O)c2ccc(C)cc2)c1C do in these assays?
PLK1 PBD inh: -2; FAK inh: -4; CD11b adhes inh: 32; Rev-RRE block: 11; CD11b adhes enh: -4; PLK1 inh: -13

What do the screens show for `COc1ccc(CNC(=O)COC(=O)c2n[nH]c3ccccc23)cc1OC`?
PLK1 PBD inh: -16; FAK inh: 0; ERa coact pot: 99; ERa coact inh: -1; ERb SRC1 inh: -2; Rev-RRE block: 4; PLK1 inh: -5

Results for Cc1cc(O)c(C(C)C)cc1NC(=O)c1cccc(Cl)c1 ?
PLK1 PBD inh: -10; FAK inh: 4; Rev-RRE block: 1; PLK1 inh: -5

How did CCC(=O)N1CCN(c2ccc(NC(=O)c3cc4ccccc4o3)cc2)CC1 do in these assays?
PLK1 PBD inh: 19; FAK inh: 4; ERa coact pot: 77[fluorescence artefact?]; ERa coact inh: 3[fluorescence artefact?]; ERb SRC1 inh: 13[fluorescence artefact?]; Rev-RRE block: 5; PLK1 inh: -20

How did O=C(O)CCC(=O)N1CCc2cc(S(=O)(=O)NCc3cccs3)ccc21 do in these assays?
PLK1 PBD inh: -2; FAK inh: -4; ERa coact pot: 101; ERa coact inh: -2; ERb SRC1 inh: -9; Rev-RRE block: 2; PLK1 inh: -9

How did O=C(Cc1cccc2ccccc12)Nc1nc2ccccc2[nH]1 do in these assays?
PLK1 PBD inh: -1; FAK inh: -1; CD11b adhes inh: -5; Rev-RRE block: 3; CD11b adhes enh: -5; PLK1 inh: 40
